USP1-UAF1 inh = inhibitors of human USP1/UAF1 deubiquitinase; recombinant USP1/UAF1, Ub-Rhodamine cleavage fluorescence; Potency, µM (top dose mostly 57.1 µM), for the others: at the highest dose activity change, negative = inhibition, most hits filed as inhibitors; 390,000 compounds, 0.23% hits; further: potency means the concentration at half of the fitted maximal effect; on the % scale 0 is the no-effect control and ±100 the full control effect; nearly all actives have a fitted effect of over 60% in size; inactives centre near -12
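High-throughput fluorogenic screen: 1nM USP1/UAF1 complex, Ub-Rho substrate 150nM final, 50mM HEPES pH 7.8 with 0.5mM EDTA, 0.1 mg/ml BSA, 1mM TCEP and 0.01% Tween-20.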
IDH1 R132H inh = inhibitors of human mutant IDH1 R132H; IDH1-R132H enzyme, NADPH consumption, diaphorase/resazurin fluorescence; O75874; Potency, µM (titrated, usually from 76.6 µM), for the others: top-dose activity change, negative = inhibition, most hits filed as inhibitors; 390,000 compounds, 0.093% hits; further: potency means the concentration at half of the fitted maximal effect; on the % scale 0 is the no-effect control and ±100 the full control effect; nearly all actives have a fitted effect of over 65% in size
Target sequence (O75874 whole entry R132H, stated change not applied): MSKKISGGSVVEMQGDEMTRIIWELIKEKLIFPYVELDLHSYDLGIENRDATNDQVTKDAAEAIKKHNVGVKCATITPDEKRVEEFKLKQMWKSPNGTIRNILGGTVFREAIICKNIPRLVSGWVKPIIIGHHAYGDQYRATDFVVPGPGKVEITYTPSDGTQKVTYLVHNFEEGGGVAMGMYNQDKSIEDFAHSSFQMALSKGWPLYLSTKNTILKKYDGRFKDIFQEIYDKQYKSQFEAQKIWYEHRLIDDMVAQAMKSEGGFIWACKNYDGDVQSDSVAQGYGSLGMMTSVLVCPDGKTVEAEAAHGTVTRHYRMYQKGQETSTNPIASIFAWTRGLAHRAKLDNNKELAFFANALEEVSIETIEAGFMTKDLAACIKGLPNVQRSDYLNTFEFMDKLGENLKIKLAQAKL
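IDH1-R132H (0.5 ug/mL) preincubated 30 min with compound, then NADPH (0.016 mM) and alpha-KG (2 mM) added; 80 min at RT, pH 7.5. Remaining NADPH coupled via diaphorase/resazurin to fluorescence (540/590 nm); concentration-response curves normalized to no-enzyme control.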
PI4K2A block = blocks human PI4K2A kinase activity; purified PI4K2A, ADP-Glo luminescence, 1 h; stronger effect = lower value; activity change, negative = inhibition, % at 76.9 µM; 420,000 compounds, 0.13% hits; in the data active means activity change below about -50%; inconclusive means mostly about -30% to -49%;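 further: -100% = wells without enzyme as full effect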
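Compounds are screened against recombinant PI4K2A using PI as substrate and ATP, the latter dispensed at 300 microM. Reactions run one hour at ambient temperature before ADP-Glo detection; full inhibition defined by wells lacking enzyme.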
rTrxR1 inhibitor = rat TrxR1 inhibition. O89049. recombinant rTrxR1, NADPH fluorescence consumption, selenite substrate. Potency, µM (series often up to 114 µM), without a hit: top-dose activity change, negative = inhibition, hits mostly inhibitors. AID 588453. 390,000 compounds, 1% hits; further: potency means the concentration at half of the fitted maximal effect; on the % scale 0 is the no-effect control and ±100 the full control effect; nearly all actives have a fitted effect of over 65% in size
Target sequence (O89049 whole entry, looked up): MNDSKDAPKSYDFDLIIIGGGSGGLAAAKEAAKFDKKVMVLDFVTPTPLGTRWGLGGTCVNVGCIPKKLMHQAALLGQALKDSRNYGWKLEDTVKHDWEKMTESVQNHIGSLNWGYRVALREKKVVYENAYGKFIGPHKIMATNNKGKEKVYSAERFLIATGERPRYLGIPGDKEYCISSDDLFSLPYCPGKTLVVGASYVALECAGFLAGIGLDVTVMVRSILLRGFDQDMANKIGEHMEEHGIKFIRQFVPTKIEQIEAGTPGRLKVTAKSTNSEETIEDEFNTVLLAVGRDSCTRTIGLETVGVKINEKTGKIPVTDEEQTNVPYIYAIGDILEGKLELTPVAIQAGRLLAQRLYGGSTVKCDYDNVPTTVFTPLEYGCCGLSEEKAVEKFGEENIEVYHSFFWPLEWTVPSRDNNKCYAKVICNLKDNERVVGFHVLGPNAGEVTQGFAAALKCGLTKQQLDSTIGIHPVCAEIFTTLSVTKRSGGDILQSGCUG
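Rat TrxR1 (90 nM in the dispensed reagent) was pre-reduced with 400 uM NADPH for 5 min at room temperature, then incubated with compound for 15 min. After 400 uM selenite was added, NADPH fluorescence (Ex 340/Em 450 nm) was followed for 8 min.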
D2 antag = D2 dopamine receptor (human) antagonism; P14416; HEK293 TREx D2 cells, calcium flux, dopamine EC80; inhibition, % at 10 µM; 340,000 compounds, 2% hits; AID 485344; in the data active means inhibition above about 30%; further: 0% is about no effect
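Compounds are added to dye-loaded, induced HEK293 T-REx cells coupled to calcium release via D2; after a 3 min kinetic read an EC80 dopamine stimulus is given and fluorescence is recorded for 3 more min.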
D2 ag = activates the human D2 dopamine receptor; P14416; HEK293 T-REx D2 cells, calcium flux agonist mode; activation, % at 2 µM; 340,000 compounds, 0.53% hits;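 active means activation over 3 SD above normal in the single-dose calcium agonist read, cut at about 30% in these data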; further: 0% is about no effect
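Tetracycline-induced HEK293 T-REx cells with force-coupled D2 receptor, plated overnight at 30 C, loaded with no-wash calcium dye. After a 10 s baseline, compound was pin-added and calcium flux read kinetically for 180 s; calcium rises flagged agonists.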
TRHR agonist = activates the human TRH receptor | AID 493084 | activation, % at 2 µM | P34981 | 360,000 compounds, 0.18% hits | TRHR cells, calcium flux fluo-8, FDSS agonist mode; in the data active means activation above about 30%; further: 0% is about no effect
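Fluo-8-loaded TRHR cells; 10 s baseline, compound added, kinetic Ca2+ fluorescence read 1/s, agonist mode.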
TrxR1 substrate = substrates of rat thioredoxin reductase 1. O89049. purified TrxR1 substrate turnover, NADPH consumption readout. Potency, µM (series often up to 114 µM), for inactives: at the top dose activity change, negative = substrate turnover. 390,000 compounds, 0.01% hits. AID 588456; further: potency means the concentration at half of the fitted maximal effect; on the % scale 0 is the no-effect control and ±100 the full control effect; nearly all actives have a fitted effect of over 50% in size
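Rat TrxR1, dispensed at 90 nM, was prereduced with 400 uM NADPH (final) for 5 min at ~22 deg C, then incubated with compound 15 min before 400 uM selenite. A first-read NADPH fluorescence drop versus no-compound background flagged substrates.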
TRHR enhancer = allosterically enhances the human TRH receptor. P34981. TRHR cells, fluo-8 calcium fluorescence, EC20 TRH enhancement. enhancement, % at 2 µM. 360,000 compounds, 0.66% hits. AID 493056; in the data active means enhancement above about 30%; further: 0% is about no effect
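TRHR-expressing cells loaded with fluo-8 calcium dye were read kinetically (ex 480/em 530) during compound addition, then stimulated with an EC20 of TRH (10 nM final). Enhancement of the Gq-mediated intracellular calcium response was scored.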
* hit, by the source's call; ? = inconclusive; · = no result given; [ ] = another dose, or the depositor's remark. Unless noted, the call rests on the fitted dose curve; in most records, active means well fitted inhibition curve with a large enough effect; inconclusive means small, poorly fitted or top-dose-only effect; inactive means no such curve, though single readings can be large or run the other way.

SMILES	USP1-UAF1 inh	IDH1 R132H inh	PI4K2A block	rTrxR1 inhibitor	D2 antag	D2 ag	TRHR agonist	TrxR1 substrate	TRHR enhancer
CCOC(=O)c1ccc(N2C(=O)CC(N3CCC(O)(c4ccc(Br)cc4)CC3)C2=O)cc1 (stereo unspecified)	-10.3%	1.3%	-1.2	-0.2%[57.1 µM]	21.0	1.2	-0.2	8.7%[57.1 µM]	-7.5
Cc1ccc(C)n1Cc1ccc(C(=O)O)cc1	25.1µM*	-1.5%	?	?	4.2	0.0	0.9	3.9%	0.6
CCC1CCCCN1CCCNC(=O)Cn1cc2c(n1)-c1c(oc(C(=O)N3CCCC3)c1C)CC2 (stereo unspecified)	-20.7%	9.5%	-4.7	-21.3%	12.4	-0.4	0.7	2.6%	-3.1
Cc1cccc(NC(=O)Nc2cccc3ccccc23)c1	-24.3%	-4.2%	-2.0	28.4%	9.6	0.0	-0.1	10.9%	20.5
O=C(N/N=C/c1ccccn1)c1cc(-c2ccc3ccccc3c2)n[nH]1	-11.9%	10.1%	-3.6	18.6%	6.2	-0.7	-0.4	9.9%	0.7
Cc1oc2cc(O)ccc2c(=O)c1-c1ccccc1	-3.5%	-1.9%	-3.3	6.2%	-7.8	0.2	0.1	95.7%[activator]	4.8
Cc1ccc(CCN2CC(C(=O)NC3CCCC3)CC2=O)cc1 (stereo unspecified)	-4.7%	12.2%	-0.6	-5.5%[57.1 µM]	11.9	-1.2	0.1	10.5%[57.1 µM]	-12.8
O=C(Cc1c[nH]c2ccccc12)Nc1nccs1	-6.8%	8.3%	-3.5	-4.7%	5.9	0.3	0.6	-5.1%	-7.6
COc1ccc(CN(CCC(c2ccccc2)C2CCOC(C)(C)C2)C(C)=O)cc1 (stereo unspecified)	-11.0%	?	5.5	4.3%[57.1 µM]	-4.8	1.0	-0.1	4.4%[57.1 µM]	-3.0
CC(=O)c1c(C(C)=O)c(C)n(NC(=O)c2ccccc2O)c1C	-6.4%	-10.1%	4.1	2.1%	-3.2	0.1	0.1	5.4%	-2.6
N#Cc1c(N)nc2c(c1-c1ccc3c(c1)OCO3)CCCCCC2	-14.3%	2.6%	-6.2	10.2%[57.1 µM]	5.0	-0.4	0.0	12.3%[57.1 µM]	-4.0
CC(=O)N1CCN(S(=O)(=O)c2ccc(C)cc2)C1C (stereo unspecified)	-20.6%	5.7%	-1.7	14.1%	3.3	0.3	0.3	3.1%	1.7
COc1ccc(CNC(=O)C(OC(=O)c2ccco2)c2ccc(OC)cc2)cc1 (stereo unspecified)	-12.8%	1.2%	-4.1	-2.2%	-5.7	0.2	-0.1	5.2%	0.0
COc1ccc(-c2[nH]nc3nc(-c4cc(Br)ccc4OC)cc(C(=O)O)c23)cc1	6.1%	-5.7%	-1.9	30.2%	·	-0.8	-0.3	3.4%	8.6
CCn1nc(C(=O)Nc2cc(Cl)ccc2-n2cncn2)c2ccccc2c1=O	-9.1%	2.4%	4.8	-9.8%	-9.0	-0.9	-0.5	0.2%	2.7
Cc1ccc(-n2ncc3c(NCc4ccccc4)ncnc32)cc1Cl	-12.1%	-12.3%	2.5	1.5%[57.1 µM]	·	0.5	0.3	-5.6%[57.1 µM]	-3.3
CCN1CCN(C(=O)c2cc(COc3ccc(F)cc3F)on2)[C@@H](C)C1=O	-11.6%	-4.7%	-4.8	5.3%	-13.6	-0.3	1.1	-4.8%	2.9
CCN(CC)CCNC(=O)c1ccc(-c2nc(CS(=O)(=O)c3ccc(C)cc3)c(C)o2)cc1	-10.1%	0.4%	-0.4	77.3%	·	1.2	0.7	226.0%[activator]	0.0
Clc1ccccc1CSC1=NCCN1	-25.8%	0.0%	1.5	5.8%	·	·	-0.3	0.0%	1.9
O=C(COC(=O)C1(c2ccccc2F)CCCC1)N1CCOCC1	-0.2%	2.2%	-0.9	21.6%[57.1 µM]	-4.7	0.8	1.1	10.2%[57.1 µM]	7.0
Cc1cc(Cl)c(S(=O)(=O)NC2CCCCC2)cc1OCC(=O)Nc1nncs1	-23.0%	0.9%	-3.6	0.4%	6.6	0.7	-0.6	-10.3%[57.1 µM]	9.1
CCCSCCCNC(=O)C1CCN(C(=O)c2cnn(-c3ccccc3)c2-n2cccc2)CC1	0.4%	0.0%	2.2	1.5%	·	1.3	-1.9	-3.8%	-0.5
Cc1cccc(C(=O)NNC(=O)c2ccccc2O)c1	-10.0%	15.6%	-0.4	12.9%	-8.5	-1.1	-0.6	8.4%	-0.9
CC1CCc2onc(C(=O)N3CCN(c4cccc(C(F)(F)F)c4)CC3)c2C1 (stereo unspecified)	-29.0%	17.1%	-1.3	0.7%	·	·	-0.7	-12.3%	21.6
CCSC1=NCCN1C(=O)c1ccc(S(=O)(=O)N(C)C)cc1	-12.1%	-7.1%	1.7	21.5%	-14.1	0.4	-0.6	2.0%	3.7

Gathered by group: the compounds so far with a Cl atom (4)
SMILES	USP1-UAF1 inh	IDH1 R132H inh	PI4K2A block	rTrxR1 inhibitor	D2 antag	D2 ag	TRHR agonist	TrxR1 substrate	TRHR enhancer
CCn1nc(C(=O)Nc2cc(Cl)ccc2-n2cncn2)c2ccccc2c1=O	-9.1%	2.4%	4.8	-9.8%	-9.0	-0.9	-0.5	0.2%	2.7
Cc1ccc(-n2ncc3c(NCc4ccccc4)ncnc32)cc1Cl	-12.1%	-12.3%	2.5	1.5%[57.1 µM]	·	0.5	0.3	-5.6%[57.1 µM]	-3.3
Clc1ccccc1CSC1=NCCN1	-25.8%	0.0%	1.5	5.8%	·	·	-0.3	0.0%	1.9
Cc1cc(Cl)c(S(=O)(=O)NC2CCCCC2)cc1OCC(=O)Nc1nncs1	-23.0%	0.9%	-3.6	0.4%	6.6	0.7	-0.6	-10.3%[57.1 µM]	9.1

(listing goes on)
SMILES	USP1-UAF1 inh	IDH1 R132H inh	PI4K2A block	rTrxR1 inhibitor	D2 antag	D2 ag	TRHR agonist	TrxR1 substrate	TRHR enhancer
C/C(=N\O)c1ccc(N2C(=O)C3CC=C(Cl)CC3C2=O)cc1 (stereo unspecified)	-8.9%	0.0%	2.6	18.8%	-2.2	-0.1	0.0	5.0%	3.7
O=C(Cc1ccc2c(c1)CCCC2)Nc1ccccc1Br	-5.6%	9.8%	-7.6	18.4%	2.2	0.6	-0.5	21.2%	-6.8
O=C(CCn1c(=O)oc2ccccc21)NCCN1CCOCC1	-12.3%	0.4%	-2.2	25.9%[57.1 µM]	-4.4	13.8	-0.2	14.9%[57.1 µM]	-4.0
COc1ccc(C2=NCCn3nc4cc(OC)ccc4c32)cc1	-13.0%	-22.7%	6.4	6.4%	-4.0	-0.4	0.2	-2.1%	7.9
Cc1ccccc1Nc1sc(C(=O)c2ccc3c(c2)OCO3)c(N)c1S(=O)(=O)c1ccccc1	-13.6%	-12.1%	-8.0	22.5%[57.1 µM]	·	0.7	0.7	0.0%[57.1 µM]	1.0
CCCCN(C(=O)c1cc2ccccc2o1)c1c(N)n(CC(C)C)c(=O)[nH]c1=O	-15.5%	4.2%	-2.6	-1.3%	-2.9	1.1	0.3	-1.8%	5.5
COc1ccc(C(=O)C2CCCN(C3Cc4ccccc4C3)C2)c(OC)c1 (stereo unspecified)	1.7%	-1.2%	-2.3	-19.7%	0.6	-0.1	0.4	7.1%[57.1 µM]	3.0
C=CCN1C(=O)c2ccc(C(=O)N3CCC(C(=O)OCC)CC3)cc2C1=O	-14.1%	0.6%	-0.7	9.3%[57.1 µM]	2.0	0.2	-0.8	8.3%[57.1 µM]	4.9
COc1ccc(C(=O)NC(=S)Nc2cc3oc4ccccc4c3cc2OC)cc1	-16.3%	0.5%	1.8	-1.5%	0.1	-0.1	1.2	4.9%	-1.2
CCOc1ccc(C(C)(C)C)cc1S(=O)(=O)n1nc(C)cc1C	-19.2%	2.8%	9.8	17.3%	10.9	-1.4	-0.2	-0.4%	-1.3
O=C(CN1CCN(S(=O)(=O)c2ccc(Cl)s2)CC1)NCc1ccc(Cl)cc1	-3.5%	-2.4%	-1.1	-2.7%	·	·	0.7	-11.0%	0.1
CCc1ccc(C(=O)N/N=C(\C)c2cccnc2)s1	-3.9%	0.8%	-1.2	4.4%	1.2	-0.6	-0.2	2.5%	3.2
COc1ccccc1-n1cnc2cc(C(=O)N3CCOCC3)ccc21	-12.6%	-8.8%	3.6	16.2%	-8.4	-1.0	0.0	5.1%	-5.5
COc1ccc(-c2cc(C(F)(F)F)nc(SCC(=O)NCc3cnn(C)c3C)n2)cc1OC	-13.3%	4.3%	-1.0	-23.2%	5.2	1.9	1.7	10.5%	6.5
COc1ccccc1CN(C)CC(=O)NC1CCCc2ccccc21 (stereo unspecified)	-6.6%	5.6%	-1.9	14.2%	1.8	2.4	-0.5	7.6%	9.6
Cc1cccc(NC(=O)Nc2ccc3c(c2)CCC3)c1	-21.8%	4.0%	3.9	19.3%	15.2	-0.8	0.8	5.5%	1.1
COc1cccc(NC(=O)CC(C)S(=O)(=O)c2ccc3c(c2)NC(=O)CO3)c1 (stereo unspecified)	?	2.0%	-0.4	5.0%	·	0.1	0.3	-4.4%	5.6
Cc1cccc(N(Cc2cc3ccccc3[nH]c2=O)C(=O)c2ccco2)c1C	-21.8%	-4.3%	-0.6	-3.3%[57.1 µM]	-13.0	-1.2	-2.2	11.0%[57.1 µM]	7.6
Cc1ccc(C(=O)OCC(=O)N(C)C2CCS(=O)(=O)C2)cc1S(=O)(=O)N1CCCCC1 (stereo unspecified)	-5.3%	8.1%	-4.5	1.6%	3.2	0.3	0.3	2.2%	-3.4
CCCOc1ccc(-c2c(C(=O)N/N=C/c3ccccc3)nnn2-c2nonc2N)cc1	-3.0%	3.8%	2.5	9.9%[57.1 µM]	9.1	0.0	0.4	-6.4%[57.1 µM]	25.5
CCN(CC(=O)Nc1ccc(NC(C)=O)cc1)C(=O)Cc1ccc(Cl)c(Cl)c1	-8.1%	9.7%	3.8	11.3%[57.1 µM]	6.4	-2.1	-1.4	-1.1%[57.1 µM]	14.8

Screening results from PubChem BioAssay.
